aSyn tox rescue = qHTS of alpha-syn Inhibitors: NCGC Sytravon Library Screen. S. cerevisiae alpha-synuclein toxicity rescue, BacTiter-Glo growth, 24 h. Potency, µM (doses to about 46.1 µM), without a hit: top-dose growth rescue (activation), usual class: activators. AID 1347070, 2019. hit rate 0.02% among 94,000; active = well fitted activation curve with a large enough effect; inconclusive = small, poorly fitted or top-dose-only effect; also: 0% is about no effect
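Growth restoration measured by BacTiter-Glo luminescence after 24 hr at 30 deg C; alpha-synuclein yeast, raffinose-pregrown to mid-log, were added at OD600=0.02 in galactose medium onto pinned compounds.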
Active calls of the source: *; ? = inconclusive; [ ] = another dose, or the depositor's remark. Potency is read from the fitted curve at half-maximal effect. These rows are one share of the data. The share of hits here may be higher or lower than overall.

SMILES	aSyn tox rescue
Cc1cc(Cl)ccc1NC(=O)CN1C(=O)COc2ccc(S(=O)(=O)Nc3ccccc3)cc21	-7%
O=C1c2ccccc2S(=O)(=O)N1Cc1c(F)cccc1Cl	-1%
CCc1cccc(-n2c(=O)c3cccnc3n2CC(=O)NCc2ccc(C)cc2)c1	3%
Cc1nnc(N2CCC(C(=O)NCCC(C)C)CC2)c2nn(-c3ccc(Cl)cc3)c(C)c12	6%
CCOC(=O)CNC(=O)c1cc2c(=O)n(CC)c3ccccc3c2s1	-6%
O=S(=O)(c1cccs1)N1CN(Cc2ccco2)c2nc3ccccc3nc21	12%
Cc1ccc(CSc2nc(-c3ccc(C(C)(C)C)cc3)nc3cc(=O)[nH]n23)cc1	-1%
COC(=O)c1c(NC(=O)c2ccc(Cl)c(Cl)c2)sc2c1CCCC2	1%
NC(=O)NC(CC(=O)NCCc1ccccn1)c1ccccc1Cl (configuration not stated)	-13%
Cc1ccc(CNC(=O)c2ccc3nc(SCc4ccc(F)cc4)[nH]c3c2)cc1	-5%
O=C(c1ccc(F)cc1)N1CCN(S(=O)(=O)c2ccc3c(c2)OCCO3)CC1	-10%
Cc1cccc(NC(=O)CSc2nnc3c4ccccc4n(C)c3n2)c1	5%
Cn1cc(CCCC(=O)NCc2ccc(F)cc2)c2ccccc21	9%
Cc1ccc(-n2ncc(C(=O)NCCc3ccsc3)c2C2CCN(C(=O)OC(C)(C)C)CC2)c(C)c1	7%
COc1ccc(C(=O)Nc2ccc(OCc3cc(=O)n4ccsc4n3)cc2)cc1OC	0%
CCc1ccccc1NC(=O)Cn1cc(C(=O)c2ccncc2)c(=O)c2cc(C)ccc21	7%
Cc1cc(C)c(NC(=O)Cn2nnc(-c3ccccc3)n2)c(C)c1	5%
O=C(/C(=C/O)N=Nc1ccccc1)c1ccc(Cl)cc1	-61%[inhibitor]
CC(C)NC(=O)CN1C(=O)COc2ccc(S(=O)(=O)N3CCCCCC3)cc21	4%
Cc1ccc(OCc2cc(C(=O)N(C)Cc3cnn(C)c3)no2)cc1C	10%
COc1ccc(Nc2nnc(-c3ccc(C)c(S(=O)(=O)N4CCN(C)CC4)c3)c3ccccc23)cc1	-3%
Cc1ccccc1CS(=O)(=O)CC1Nc2ccc(C(=O)NCc3ccc(Cl)cc3)cc2NC1=O (configuration not stated)	-5%
CCOC(=O)N1CCN(C(=O)COC(=O)c2ccccc2NCCO)CC1	4%
CCc1ccccc1NC(=O)CC(C)S(=O)(=O)c1ccc2c(c1)NC(=O)CO2 (configuration not stated)	5%
Cc1ccccc1NC(=O)C(Cc1ccccc1)N1Cc2ccccc2C1=O (configuration not stated)	2%
Cc1c(CCOC(=O)CC23CC4CC(CC(C)(C4)C2)C3)sc[n+]1CC(=O)c1ccccc1	-17%
O=C(CCC1N=C2c3ccccc3N=C(SCc3ccc(F)cc3)N2C1=O)NCc1cccs1 (configuration not stated)	1%
COc1ccc(S(=O)(=O)NCC(c2ccc(N(C)C)cc2)N2CCCC2)cc1 (configuration not stated)	3%
COc1cccc(CNS(=O)(=O)c2ccc(-c3cc(C(F)(F)F)on3)s2)c1	-8%
COc1c2ccoc2cc2oc(=O)ccc12	-7%
CC1CN(C(=O)c2cc(S(=O)(=O)N3CCN(c4ccccc4)CC3)ccc2Cl)CC(C)O1 (configuration not stated)	3%
C=CCc1ccc(OCc2ccc(C(=O)Nc3ccc(NC(C)=O)cc3)o2)c(OC)c1	2%
COc1cc(/C(C)=N/NC(=O)C(O)(c2ccccc2)c2ccccc2)ccc1O	-10%
COc1ccc(-c2cc(C)no2)cc1S(=O)(=O)NCc1cccs1	-9%
COc1ccc(OC)c2sc(N3CCN(C(=O)c4ccc5c(c4)CCCC5)CC3)nc12	?
CCCCNc1nc2c(c(=O)n(Cc3ccc(Cl)cc3)c(=O)n2C)n1C	19%
COCCCNC(=O)CSc1nc(-c2cccc(F)c2)[nH]c1-c1ccccc1	-3%
Cc1ccc(-c2nc3cc(C(C)C)ccc3o2)cc1NC(=O)c1cc([N+](=O)[O-])ccc1N1CCOCC1	2%
Cc1ccc(CN2C(=O)c3ccccc3CC2(C)C(=O)NC2CCCCC2)cc1 (configuration not stated)	1%
O=C(CSc1nnc(-c2cccnc2)o1)Nc1cccc(Cl)c1	-3%
O=C(CN1CCOCC1)N/N=C/c1ccco1	-7%
CCC(=O)Nc1ccc(C)cc1-c1nc2ccccc2n(C(C)C(=O)Nc2ccccc2CC)c1=O (configuration not stated)	-13%
Cn1c(=O)cc(SCC(=O)N2CCN(c3ccccc3F)CC2)c2cc(Cl)ccc21	11%
COc1cc2c(cc1OC)C(c1cc3ccc(C)cc3[nH]c1=O)N(C(=O)c1ccco1)CC2 (configuration not stated)	-2%
Cn1ccnc1SCC(=O)c1ccc(OC(F)F)cc1	-3%
CCN(CC)C(=O)C1CCN(S(=O)(=O)c2ccc3c(c2)CCCN3C(C)=O)CC1	-5%
Cc1c(C(=O)NCc2ccco2)sc2nc(-c3ccccc3)cn12	-2%
CC(C)CC1C(=O)N(Cc2cn(CCC3OCCO3)nn2)CCS(=O)(=O)N1Cc1ccc(-c2ccccc2)cc1 (configuration not stated)	15%
COc1cc(NC(=O)CCc2c(C)nn(-c3ccc(N4CCCCC4)nn3)c2C)cc(OC)c1OC	-2%
CN1CCc2c(sc(NC(=O)CSc3ccc(F)cc3)c2-c2nc3ccccc3s2)C1	2%
Carrying on:
SMILES	aSyn tox rescue
CC1(C)CNC(=S)N1Cc1ccccc1	13%
COc1ccc(S(=O)(=O)N2CCOC2CNC(=O)C(=O)NCCc2ccc(S(N)(=O)=O)cc2)cc1 (configuration not stated)	2%
COC(=O)c1ccc(Nc2ncnc3c2cnn3C)cc1	-8%
CCCN1CCC(NC(=S)Nc2ccc(S(N)(=O)=O)cc2)CC1	-1%
CC1C(=O)N(Cc2cn(CCC3OCCO3)nn2)CCS(=O)(=O)N1Cc1ccc(-c2ccncc2)cc1 (configuration not stated)	10%
COc1ccc(NC(=O)Cc2csc(COc3cccc(C)c3)n2)cc1OC	4%
COc1ccc(CNC2CCCc3ccccc32)cc1OC (configuration not stated)	-12%
CCN(C(=O)CSc1nc2ccccc2n1CC(=O)Nc1cccc(C#N)c1)c1ccccc1	9%
CCOC(=O)c1c(C)[nH]c(CCC(=O)Nc2c(C)cccc2CC)c1C	2%
Cc1ccc2c(c1)cc(C(=O)NCc1ccc(F)cc1)n2C	5%
COc1ccc(CNC(=O)c2cnn(-c3ccc(F)cc3)c2-n2cccc2)cc1	-39%[inhibitor]
CCc1ccccc1NC(=O)CSc1nc(-c2ccccc2OC)nc2c1Cc1c(CO)cnc(C)c1O2	-5%
N#C/C(=C/c1ccc(-c2ccccc2[N+](=O)[O-])o1)C(=O)NCCN1CCCCC1	1%
O=C(Nc1ccc(S(=O)(=O)N2CCOCC2)cc1)C1CC(=O)N(c2ccc(F)cc2)C1 (configuration not stated)	0%
CCOCCCNC(=O)CN1C(=O)COc2ccc(S(=O)(=O)N3CCOCC3)cc21	-4%
O=C(NC1(C(F)(F)F)N=C(c2ccccc2)N(C2CCCCC2)C1=O)c1ccccc1F (configuration not stated)	3%
Cn1c2c(c(=O)n(C)c1=O)NC1(N2)C(=O)Nc2ccccc21 (configuration not stated)	1%
O=C1COc2ccc(S(=O)(=O)NCCc3ccc(Cl)cc3)cc2N1	0%
O=c1[nH]cc(COCC(F)CCl)c(=O)[nH]1 (configuration not stated)	-12%
O=C(OCc1cn([C@@H]2CN(C(=O)c3cccs3)[C@@H](c3ccc(Cl)cc3)C[C@H]2O)nn1)c1ccccc1	6%
O=S(=O)(Nc1ccc(Br)cc1)c1ccc2nc(-c3ccccc3)[nH]c2c1	1%
COc1ccc(-c2cc(C(F)(F)F)nc(SCCC(=O)Nc3ccccc3F)n2)cc1	4%
Cc1ccc(-c2nnn3c2nc(NCCc2ccccc2)c2ccccc23)cc1	0%
CCOC(=O)Cn1c(=O)oc2cc(S(=O)(=O)N3CCN(c4cccc(Cl)c4)CC3)ccc21	5%
COC(=O)c1cc(OC(=O)c2ccc(=O)[nH]c2)cc(C(=O)OC)c1	8%
O=C(NC1CCOc2ccccc21)c1ccc(=O)[nH]c1 (configuration not stated)	0%
Cn1nc([N+](=O)[O-])nc1Oc1ccccc1C(=O)N1CCOCC1	-12%
COc1cccc(CNC(=O)c2ccc(-n3c(C)cc4c3CCCC4)cc2)c1	5%
COCCN1CCc2nc(SCC(=O)Nc3ccc(Br)cc3)[nH]c(=O)c2C1	4%
COc1ccc(C2C=C(c3ccc(F)cc3)Nc3nc(-c4ccc(Cl)cc4)nn32)cc1 (configuration not stated)	6%
O=C(N/N=C/c1c(Cl)[nH]c2ccccc12)c1ccc2c(c1)OCCO2	-12%
CC(=O)c1ccccc1OCCOCCOc1ccccc1C(C)=O	14%
CC(C)COc1ccc(C2=NC(c3ccncc3)=Nc3ccc(F)cc3N2)cc1	-17%
CCN(Cc1ccccc1)S(=O)(=O)c1ccc(N2CCCCS2(=O)=O)cc1	6%
Cc1ccccc1S(=O)(=O)Cc1ccc(C(=O)NC2CCC(C)CC2)o1 (configuration not stated)	3%
COc1cccc(-c2cc(C(F)(F)F)nc(NCc3ccc(F)cc3)n2)c1	5%
CCN(CC)c1ccc(C2Nc3ccccc3-c3cc(C)nn32)cc1 (configuration not stated)	-5%
CCCn1c2ccccc2c2cnn(CC(=O)N(CCCOC(C)C)Cc3ccco3)c(=O)c21	2%
O=C(COC(=O)/C=C/c1ccc(Cl)cc1)NCc1cccs1	-10%
COc1ccc(C=O)cc1Cn1ccnc1C	5%
CCCCC(=O)NC(=S)Nc1cccc(NC(=O)c2ccccc2)c1	-6%
O=C(C(Cc1ccccc1)n1cccc1)N1CCN(c2ccccc2)CC1 (configuration not stated)	-6%
COc1ccccc1-c1nnc(NC(=O)c2ccc3c(c2)OCO3)s1	-11%
Cc1ccc(N2CC(C(=O)Nc3cccnc3)CC2=O)cc1Cl (configuration not stated)	-5%
CCC(=O)N1N=C(c2ccc(OC)cc2)CC1c1cn(-c2ccccc2)nc1-c1cccs1 (configuration not stated)	-6%
O=C(O)Cn1ccc2cc(S(=O)(=O)N3CCCCCC3)ccc21	-14%
COc1ccc2nc(NC(=O)C3CC(=O)N(c4ccccc4)C3)sc2c1 (configuration not stated)	14%
Cc1nnc(SCC(=O)Nc2ccccc2C(=O)NC2CC2)s1	7%
COCCCn1c(=N)c(C(=O)NCc2ccco2)cc2c(=O)n3ccccc3nc21	-1%
c1cncc(C2SCCCS2)c1	-4%
New compounds follow:
SMILES	aSyn tox rescue
COc1cccc(S(=O)(=O)N2CCN(Cc3ccc4c(c3)OCO4)CC2)c1	1%
CCOC(=O)c1c(C)[nH]c(C)c1S(=O)(=O)N1CCCC(C(=O)Nc2ccc(OC)c(OC)c2)C1 (configuration not stated)	-4%
CC1C(=O)NN=C1C(=O)N/N=C/c1ccco1 (configuration not stated)	-12%
O=C(NCc1ccc2c(c1)CCN2C(=O)c1ccncc1)c1ccccc1Br	4%
COc1ccc(NC(=O)Cn2c(=O)n(-c3cc(C)cc(C)c3)c(=O)c3oc4ccccc4c32)cc1OC	4%
O=c1[nH]c(=O)n(C2OC(CO)C(O)C2O)cc1Br (configuration not stated)	5%
CCc1nn(CC(=O)NCc2cccc(OC)c2)c(=O)c2cc3cc(F)ccc3n12	3%
Cc1ccccc1Nc1c(-c2ccc(N3CCOCC3)cc2)nc2ccc(Br)cn12	0%
O=C1c2ccccc2-c2cc(Br)ccc2NC1O (configuration not stated)	5%
Cc1ccc(NC(=O)c2cc(S(=O)(=O)N3CCc4ccccc43)cn2C)cc1C	-9%
CC(C)c1ccc(NC(=O)Cn2c3ncccc3c(=O)n2-c2ccccc2)cc1	4%
COc1cccc(CNC(=O)c2cc3cc(C)ccc3n2C)c1	4%

3 structures already listed, ordered by SMILES length, descending.
SMILES	aSyn tox rescue
COc1cc(NC(=O)CCc2c(C)nn(-c3ccc(N4CCCCC4)nn3)c2C)cc(OC)c1OC	-2%
COc1cccc(-c2cc(C(F)(F)F)nc(NCc3ccc(F)cc3)n2)c1	5%
Cc1ccc(-c2nnn3c2nc(NCCc2ccccc2)c2ccccc23)cc1	0%

Nothing new here: entries from further up.
SMILES	aSyn tox rescue
O=C(C(Cc1ccccc1)n1cccc1)N1CCN(c2ccccc2)CC1 (configuration not stated)	-6%
COc1ccccc1-c1nnc(NC(=O)c2ccc3c(c2)OCO3)s1	-11%
Cc1ccc(N2CC(C(=O)Nc3cccnc3)CC2=O)cc1Cl (configuration not stated)	-5%
CCC(=O)N1N=C(c2ccc(OC)cc2)CC1c1cn(-c2ccccc2)nc1-c1cccs1 (configuration not stated)	-6%
O=C(O)Cn1ccc2cc(S(=O)(=O)N3CCCCCC3)ccc21	-14%
COc1ccc2nc(NC(=O)C3CC(=O)N(c4ccccc4)C3)sc2c1 (configuration not stated)	14%
Cc1nnc(SCC(=O)Nc2ccccc2C(=O)NC2CC2)s1	7%
COCCCn1c(=N)c(C(=O)NCc2ccco2)cc2c(=O)n3ccccc3nc21	-1%
c1cncc(C2SCCCS2)c1	-4%
COc1cccc(S(=O)(=O)N2CCN(Cc3ccc4c(c3)OCO4)CC2)c1	1%
CCOC(=O)c1c(C)[nH]c(C)c1S(=O)(=O)N1CCCC(C(=O)Nc2ccc(OC)c(OC)c2)C1 (configuration not stated)	-4%
CC1C(=O)NN=C1C(=O)N/N=C/c1ccco1 (configuration not stated)	-12%
O=C(NCc1ccc2c(c1)CCN2C(=O)c1ccncc1)c1ccccc1Br	4%
COc1ccc(NC(=O)Cn2c(=O)n(-c3cc(C)cc(C)c3)c(=O)c3oc4ccccc4c32)cc1OC	4%
O=c1[nH]c(=O)n(C2OC(CO)C(O)C2O)cc1Br (configuration not stated)	5%
CCc1nn(CC(=O)NCc2cccc(OC)c2)c(=O)c2cc3cc(F)ccc3n12	3%
Cc1ccccc1Nc1c(-c2ccc(N3CCOCC3)cc2)nc2ccc(Br)cn12	0%
O=C1c2ccccc2-c2cc(Br)ccc2NC1O (configuration not stated)	5%
